Efflux pump inh: inhibitors of Candida efflux pumps in yeast, primary screen, S. cerevisiae, Nile Red, multiplex; S. cerevisiae Candida pump triplex; inhibition, % at 10 µM; 330,000 tested, 0.44% active;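 active means plate passing quality check with inhibition over a set limit, or well fluorescence over plate mean plus 4 SD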;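 further: Nile Red retained in pooled yeast measured as flow cytometry median fluorescence; 0% = buffer negative control and 100% = Enniatin B positive control; higher means more Nile Red kept so more efflux inhibition; some compounds called inactive have numbers as strong as hits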
LYPLA2 inh: LYPLA2 inhibitors, primary screen, counter-screen for PME1 inhibitor project, biochemical, fluorescence polarization, FP-Rh probe ABPP; 320,000 tested, 0.38% active; recombinant LYPLA2; inhibition, % at 5.9 µM; AID 2177, 2009;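 active means inhibition above the screen-wide mean plus 3 SD, limit set per campaign, cut at about 26% in these data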;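 further: 0% = LYPLA2 with DMSO and 100% = wells lacking LYPLA2 enzyme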
PREPL inh: PREPL enzyme inhibitors, primary screen, biochemical, fluorescence polarization; 320,000 tested, 0.68% active; Prolyl endopeptidase-like (Homo sapiens), Q4J6C6; recombinant PREPL, fluorescence polarization activity-based probe; inhibition, % at 5.96 µM; in the data active means inhibition above about 43%;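 further: 0% = enzyme with DMSO and 100% = wells lacking enzyme; many of its hits are not listed in these tables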
Target sequence (Q4J6C6 whole entry, looked up): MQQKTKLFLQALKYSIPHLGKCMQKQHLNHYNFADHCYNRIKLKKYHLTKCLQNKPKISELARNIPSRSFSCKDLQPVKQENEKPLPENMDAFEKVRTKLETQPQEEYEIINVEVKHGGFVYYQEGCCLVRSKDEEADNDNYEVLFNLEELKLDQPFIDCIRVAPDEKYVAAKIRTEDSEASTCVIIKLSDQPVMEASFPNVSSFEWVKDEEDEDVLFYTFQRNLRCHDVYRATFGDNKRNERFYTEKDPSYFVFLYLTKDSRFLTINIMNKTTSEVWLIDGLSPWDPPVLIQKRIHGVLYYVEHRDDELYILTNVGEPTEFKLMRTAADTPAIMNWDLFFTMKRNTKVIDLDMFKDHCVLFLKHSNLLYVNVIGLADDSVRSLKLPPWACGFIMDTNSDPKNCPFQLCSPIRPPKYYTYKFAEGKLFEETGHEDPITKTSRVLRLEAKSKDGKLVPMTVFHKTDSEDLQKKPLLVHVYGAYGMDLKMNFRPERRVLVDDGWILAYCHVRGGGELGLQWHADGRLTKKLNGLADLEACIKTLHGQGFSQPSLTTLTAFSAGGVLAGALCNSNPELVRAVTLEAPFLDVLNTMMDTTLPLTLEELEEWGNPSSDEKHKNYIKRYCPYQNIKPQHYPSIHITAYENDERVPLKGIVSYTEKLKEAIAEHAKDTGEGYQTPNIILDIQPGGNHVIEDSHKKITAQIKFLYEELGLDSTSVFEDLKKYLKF
HCV core dimer: inhibitors of HCV core protein dimerization, primary screen, biochemical, TR-FRET, high-throughput. TR-FRET GST/Flag-core106 dimerization, 1536-well. inhibition, % at 5 µM. 300,000 tested, 0.33% active. AID 1899, 2009;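 active means inhibition above the mean of all tested compounds plus 3 SD, set per screening campaign, cut at about 45% in these data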
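Assay system: Tagged HCV core106 pair (GST and Flag) | Buffer or medium: KF-containing HEPES buffer, pH 7.45, DTT, CHAPS, BSA | Also added: Eu donor and XL665 acceptor anti-tag antibodies | Dosing: One concentration, 5 µM, in 0.5% DMSO | Timing: 4 h at 22.5 °C | Technique: TR-FRET 671 and 617 nm emission | Repeats: Singlicate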
PP5 primary: PP5 phosphatase inhibitors, primary screen, biochemical, fluorescence; Serine/threonine-protein phosphatase 5 (Homo sapiens), P53041; purified PP5c, OMFP substrate fluorescence; inhibition, % at 6.7 µM; 320,000 tested, 0.18% active; AID 1987, 2009;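 active means inhibition above the campaign's mean inhibition across all tested compounds plus 3 SD, cut at about 9.5% in these data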;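 further: 0% = DMSO only and 100% = 100 µM cantharidin control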
GASC-1 inh: inhibitors of GASC-1 histone demethylase, primary screen, biochemical, fluorescence, DELFIA europium | Lysine-specific demethylase 4C (Homo sapiens), Q9H3R0 | GST-JMJD2C(1-420) H3K9me3 demethylation | inhibition, % at 2.35 µM | 330,000 tested, 0.069% active | AID 2099, 2009;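 active means more than half of a compound's replicate wells show inhibition beyond 50%, single wells judged on their own value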;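 further: signal counts dimethyl H3K9 product captured on neutravidin plate; 0% = median of DMSO wells and 100% = 0.3 times that DMSO median; strong numbers were not always called active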
PP1 inh: PP1-alpha phosphatase inhibitors, primary screen, counter-screen for PP5 inhibitor project, biochemical, fluorescence, OMFP substrate, single point | Serine/threonine-protein phosphatase PP1-alpha catalytic subunit (Homo sapiens), P62136 | purified PP1alpha | inhibition, % at 6.7 µM | 320,000 tested, 0.9% active | AID 2235, 2010;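 active means inhibition above the mean inhibition of all tested compounds plus 3 SD, computed separately for each screening campaign, cut at about 15% in these data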
Target sequence (P62136 whole entry, looked up): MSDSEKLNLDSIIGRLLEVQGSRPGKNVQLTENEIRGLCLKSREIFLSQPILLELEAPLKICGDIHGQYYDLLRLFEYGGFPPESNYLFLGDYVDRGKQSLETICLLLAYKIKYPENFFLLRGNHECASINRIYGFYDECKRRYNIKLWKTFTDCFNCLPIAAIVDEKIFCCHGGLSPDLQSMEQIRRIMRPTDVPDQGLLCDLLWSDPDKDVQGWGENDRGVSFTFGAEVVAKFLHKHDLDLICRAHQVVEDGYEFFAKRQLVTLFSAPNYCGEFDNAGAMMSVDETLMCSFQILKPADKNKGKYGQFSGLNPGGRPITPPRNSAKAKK
TPT1 inhibitor: Candida albicans TPT1 enzyme inhibitors, primary screen, biochemical, fluorescence polarization; tRNA 2'-phosphotransferase TPT1 (Candida albicans SC5314); recombinant caTPT1, FP RNA substrate dephosphorylation; inhibition, % at 5 µM; 300,000 tested, 0.81% active; AID 1962, 2009;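 active means inhibition above the mean of all tested compounds plus 3 SD, set per screening campaign, cut at about 24% in these data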;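 further: plate controls were DMSO alone for no effect and ferristatin control at 100 nM for full effect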
Fh CTSL1 inh: Fasciola hepatica cathepsin L1 inhibitors, primary screen, counter-screen for PFM18AAP inhibitor project, biochemical, QFRET, fluorogenic peptide substrate; inhibition, % at 5.96 µM; 300,000 tested, 0.49% active; AID 1906, 2009; recombinant F. hepatica cathepsin L1, Z-Leu-Arg-MCA fluorescence;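 active means inhibition above the mean of all tested compounds plus 3 SD, set per screening campaign, cut at about 17% in these data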;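 further: 0% = plate median of test compound wells and 100% = 1 µM Z-Phe-Ala-diazomethylketone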
Starred values were filed as active, the others as inactive; . = not tested or not shown. The list is partial, so the mix of outcomes need not match the whole.

Compound | Efflux pump inh | LYPLA2 inh | PREPL inh | HCV core dimer | PP5 primary | GASC-1 inh | PP1 inh | TPT1 inhibitor | Fh CTSL1 inh
Cc1nn(C/C(C#N)=N\O)c(C)[n+]1N | -0.1 | -4 | -2 | -3 | 0.0 | -9 | -2 | -1 | -3
COCCCNC(=S)N1CCN(C(=O)C(=O)Nc2ccc(C(=O)OC)cc2)CC1 | 0.1 | 0 | 1 | -4 | 2.3 | -8 | 0 | -1 | -4
COc1ccccc1CN1CC(C(=O)N(C)Cc2ccncc2C)CCC1=O (stereo not given) | 0.0 | 3 | -1 | 5 | 2.9 | 16 | 2 | -2 | -1
O=C(Nc1ccccc1)N1CCCC(CNS(=O)(=O)Cc2ccccc2)C1 (stereo not given) | -0.2 | -2 | -4 | -1 | 0.3 | -2 | -3 | 1 | -1
c1ccc(OCCSc2nnnn2C2CCCCC2)cc1 | -0.1 | 5 | -3 | 0 | 0.1 | 1 | 2 | -2 | 3
O=C1CCCc2[nH]nc(-c3cccnc3)c21 | -0.2 | 1 | 7 | 4 | 0.1 | 1 | 0 | -1 | 0
COc1ccc(N2CCN(Cc3cc(=O)c(OCC(=O)NC4CCCC4)co3)CC2)cc1 | 0.1 | 2 | 7 | 1 | 0.7 | -13 | 0 | -1 | 1
O=S(=O)(O)c1nnc2sc3ccccc3n12 | 0.0 | 4 | -7 | -6 | 0.2 | 28 | -3 | -5 | -1
O=C(O)C1=C[C@@H](C2CC2)C[C@@H](OCCCCO)O1 | . | -6 | 3 | 9 | -0.7 | 6 | 0 | 0 | -2
CCCOc1ccc(N2C(=O)CC(N(Cc3ccco3)C(C)=O)C2=O)cc1 (stereo not given) | 0.0 | -1 | 4 | 10 | 1.6 | 3 | -2 | 0 | 3
COc1ccc(OC)c(-n2c(=S)[nH]c3c(sc(=S)n3-c3ccccc3)c2=O)c1 | -0.1 | -7 | -5 | 4 | -4.2 | 3 | -4 | 0 | -1
COc1ccc(CN2C[C@H](Cc3ccccc3)[C@@H](CC(=O)Nc3ccccc3)C2=O)cc1 | 0.0 | 0 | 3 | -4 | 4.1 | 17 | 4 | -2 | -3
CCN(C(=O)c1cn(C)c(=O)c2ccccc12)c1ccccc1F | -0.1 | -2 | 1 | -7 | 1.9 | -19 | 3 | -4 | 2
CCc1ccc(C(=O)Cn2ccsc2=N)cc1 | -0.1 | 3 | -15 | 2 | 0.0 | 6 | 4 | -4 | 2
O=C(CSc1nnnn1C1CCCC1)N1CCCc2ccccc21 | 0.1 | -3 | 17 | 4 | 3.2 | -8 | -2 | -1 | -3
COP(=O)(OC)c1nc(-c2cccc3ccccc23)oc1N1CCOCC1 | 0.6 | 0 | 3 | -6 | 0.9 | 4 | 2 | -2 | 0
COc1cc(/C=C(\C#N)C(=O)NCC2CCCO2)cc(OC)c1OC (stereo not given) | 0.5 | 1 | 7 | 3 | 2.1 | -6 | 0 | -5 | -3
N#CC1(NC(=O)CN2CCN(S(=O)(=O)c3ccccc3F)CC2)CCCC1 | -0.1 | 5 | 13 | -2 | 3.3 | -15 | -5 | -1 | 0
CCOc1cccc(-c2nnc3sc(-c4cccs4)nn23)c1 | -0.1 | 3 | 1 | -5 | -0.5 | -5 | -12 | 0 | 11
CCN(CC)c1ccc(/C=C/c2cc(-c3ccccc3)c3ccccc3n2)cc1 | 1.9* | -20 | 4 | -242 | -6.2 | 0 | -2 | 94* | -4
Cc1cc(NC(=O)CCC(=O)N(CC(=O)NCC2CCCO2)c2ccc(C(C)C)cc2)no1 (stereo not given) | 0.1 | 4 | 10 | -5 | 0.0 | 4 | -1 | -5 | 3
CCOCCCNC(=O)c1c[nH]c2c(CC)cccc2c1=O | -0.1 | -1 | 6 | -5 | 2.3 | -8 | -2 | -3 | 4
O=C(CCCOc1ccc(Cl)cc1Cl)Nc1ccccc1C(=O)O | 0.2 | 6 | 8 | 8 | 3.8 | -17 | 4 | 0 | -2
COc1cccc(CNC(=O)CCC2CCCN(C(=O)c3ccc(F)c(Cl)c3)C2)c1 (stereo not given) | 0.5 | -2 | -6 | -16 | 4.4 | -5 | -10 | 2 | -4
CC(=O)N1N=C(c2ccc(Cl)cc2)OC1(C)C | -0.1 | -2 | -2 | 0 | 6.7 | -16 | -1 | 1 | 5
CCN(CC)S(=O)(=O)c1ccc(NC(=O)COC(=O)c2cnc(C)cn2)cc1 | -0.2 | -4 | -4 | 6 | 0.0 | -32 | 1 | -1 | -13
C/C(=N\NC(=O)C(N)=O)c1ccc(OC(F)F)cc1 | -0.1 | 6 | 13 | -12 | 5.5 | -8 | -9 | -1 | -1
CCN(CC(=O)Nc1ccc(NC(C)=O)cc1)C(=O)c1ccc(N2CCC(C)CC2)c([N+](=O)[O-])c1 | -0.1 | 8 | 10 | . | 6.2 | 1 | 3 | . | .
CCC(=O)c1ccc(OCC(=O)N(CC)CC(=O)Nc2ccccc2OC)cc1 | -0.1 | 1 | 5 | . | 1.8 | -2 | 2 | . | .
Cc1nc2c(cnn2-c2ccccc2)c(=O)n1/N=C/c1ccccc1 | 0.0 | -5 | -1 | 6 | -0.3 | 11 | -5 | 0 | -2
c1ccc(Cc2nnc3sc(-c4cccnc4)nn23)cc1 | -0.2 | -2 | 4 | 10 | 0.8 | 9 | 2 | 1 | 22*
Cc1nn(Cc2ccc(Cl)c(Cl)c2)c(C)c1NC(=O)c1cc(CC(C)C)on1 | 0.1 | 10 | 34 | 21 | 5.1 | 0 | 4 | 6 | 5
O=S1(=O)CCOC[C@H](CC2CCCCC2)N1Cc1ccc(Cl)cc1 | 0.3 | 1 | 13 | -6 | 2.8 | 2 | 2 | 0 | 5
O=c1c2ccccc2n(Cc2ccccc2F)c(=O)n1Cc1ccccc1F | 0.0 | 7 | -9 | 6 | 1.4 | 11 | 2 | 0 | 0
O=C(Nc1ccc(Cl)cc1)Nc1ccc2c(c1)OCO2 | 0.1 | 21 | 7 | -3 | 0.5 | 0 | -3 | -2 | 7
Cc1cc(=O)[nH]c(N/N=C/c2cc(C)n(-c3ccccc3)c2C)n1 | -0.1 | 11 | 25 | 0 | 0.6 | 10 | 6 | 1 | -2
COCCn1c(SCC(=O)Nc2cc(C)on2)nc2c(c1=O)SC(C)C2 (stereo not given) | -0.1 | 0 | 5 | -1 | 4.3 | 2 | -3 | 1 | 5
COc1ccc(C(=O)Nc2ccc3c(c2)nc2n3CCSC2)cc1 | -0.6 | 13 | 8 | -2 | 3.6 | 4 | 1 | 0 | -1
Cc1nnc(SCc2cc(=O)oc3ccc4ccccc4c23)n1Cc1ccccc1 | 0.1 | 1 | 3 | 7 | 1.5 | -3 | 2 | 1 | 0
c1ccc(OCCN2CCN(C(c3ccccc3)c3ccccc3)CC2)cc1 | 0.1 | 6 | 10 | 1 | 1.6 | 12 | 8 | 5 | 2
COc1ccc(NC(=O)CSCC(=O)NCCc2ccccn2)cc1 | 0.2 | -3 | 14 | 9 | 3.4 | -5 | -3 | 0 | -7
Cc1cc(C)n(C(=O)Cn2nc(C)c(Cl)c2C)n1 | -0.1 | 5 | 5 | -1 | -0.6 | -9 | -2 | 0 | 5
Cn1c(CO)cnc1S(=O)(=O)Cc1ccc([N+](=O)[O-])cc1 | 0.0 | 3 | -4 | -8 | 0.6 | -8 | 0 | -1 | -5
Cc1cccnc1CCNC(=O)CCc1nnc(-c2ccccc2)o1 | -0.1 | 1 | -3 | -4 | 0.8 | 1 | 1 | -3 | -3
O=C(NCC#CCOCc1ccccc1)c1ccccc1 | 0.0 | -2 | -3 | -3 | 2.8 | -8 | 2 | -1 | 7
NNc1nc(-c2ccccc2)cs1 | -0.1 | 6 | 16 | 1 | 1.9 | 9 | -5 | 6 | 1
O=C(O)Cc1sc(NCc2ccco2)nc1-c1ccccc1 | -0.2 | 2 | 9 | -3 | -1.6 | 8 | -4 | 7 | -5
CCOC(=O)C1CCCN(C(=O)COc2ccccc2F)C1 (stereo not given) | -0.1 | -1 | -2 | 9 | 1.5 | -4 | 1 | 0 | 1
COc1cc(C(=O)Nc2nc3ccccc3[nH]2)cc(OC)c1OC | -0.1 | 0 | 5 | 3 | -0.6 | 3 | -3 | 0 | 3
Cc1ccccc1NC(=O)Cc1nc(COC(=O)/C=C/c2ccccc2)cs1 | 0.0 | -1 | -23 | 2 | 0.5 | 5 | 1 | -1 | 0
CC(C)CCOP(=O)(c1ccc(N(C)C)cc1)C(O)c1ccc(C(C)C)cc1 (stereo not given) | -0.2 | 1 | 22 | 15 | 3.0 | 1 | 0 | -3 | 4
N#Cc1c(NC(=O)COC(=O)c2ccc(O)cc2O)sc2c1CCC2 | -0.1 | -9 | 4 | . | 1.1 | 6 | 8 | . | .
CCc1ccccc1NC(=O)COc1cccc(-n2cnnn2)c1 | 0.1 | -3 | 4 | -5 | -0.9 | -20 | -5 | 5 | 4
CC1CCCN(C(=O)C(Cc2ccccc2)n2cccc2)C1 (stereo not given) | 0.2 | -4 | -15 | 4 | 3.3 | 6 | 4 | 3 | 1
CCC(C)NS(=O)(=O)c1ccc(OCC(=O)NCc2ccco2)cc1 (stereo not given) | 0.0 | 7 | -2 | -3 | 1.2 | -8 | -3 | -4 | 2
N#Cc1cc(-c2ccccc2)nc(Oc2ccc(Cl)cc2)n1 | -0.1 | -30 | 8 | 2 | 2.6 | 5 | 4 | -1 | 3
Cc1cccc(-c2noc(CN(C)S(=O)(=O)c3cc(Cl)ccc3Cl)n2)c1 | 0.5 | -7 | 11 | -6 | 2.3 | -8 | -3 | 3 | -3
COC(=O)C1=C(CCc2ccccc2)NC(=O)NC1c1ccc(Cl)cc1 (stereo not given) | -0.1 | 2 | 5 | 2 | 2.4 | 10 | 6 | -2 | -1
Cc1cccc(NC(=O)CSc2ncnc3sc(C)cc23)c1 | -0.1 | 2 | -13 | -9 | 1.1 | 1 | 0 | 0 | -2
Cc1nn(C)c(C)c1S(=O)(=O)N1CCC(CO)(CC2CCCCO2)CC1 (stereo not given) | -0.2 | 5 | -2 | 1 | -0.9 | -1 | -6 | 1 | 3

Bioassay records: PubChem BioAssay, several laboratories
